GC-B act – GC-B (human) receptor activation | HEK293-GC-B cells, CNP EC30, cGMP TR-FRET; 0% at EC30 CNP, 100% saturating CNP | P20594 | AID 1920062 | 370,000 compounds, 0.11% hits | activation, % at 10 µM;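 active means activation at 10 µM reaching about 35% in either raw or pattern-adjusted values, limit read from the data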
FXN GAA850 act – activators of GAA850 frataxin (FXN) promoter | 360,000 compounds, 0.56% hits | HEK293 lucGAA850 FXN promoter luciferase reporter, 24 h; percent of 10 µM SAHA response | AID 540364 | activation, % at 6 µM;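 active means activation above the average of all compounds screened plus 3 SD, cutoff fixed separately per campaign, cut at about 7.5% in these data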;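 further: 0% = DMSO wells and 100% = 10 µM SAHA wells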
ARFGAP1 inh – inhibitors of rat ARFGAP1; 360,000 compounds, 0.26% hits; inhibition, % at 16.5 µM; Q62848; Arfgap1-stimulated ARF1 GTP hydrolysis, GDP FP detection;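 active means inhibition above a per-plate limit, mean inhibition of low control wells plus 3 SD, cut at about 25% in these data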;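 further: 0% = DMSO wells with enzyme and 100% = wells lacking Arfgap1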
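Material: rat Arfgap1 catalytic domain, aa 1-136; also added: human ARF1(Δ1-17)-GTP substrate; compound dosing: one concentration, 16.5 µM, DMSO 1.26%; incubation: GTP hydrolysis reaction 2 h at 25 °C; measured by: Tracer-displacement fluorescence polarization with EDTA stop, 620/688 nm; evaluation: % inhibition from polarization; repeats: one replicate per compound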
DDE Tn6 FP inh – inhibitors of Tn6 peptide binding to human fibrin DD(E) | Fibrin DD(E) TRITC-Tn6 fluorescence polarization displacement | inhibition, % at 8.3 µM | 370,000 compounds, 0.21% hits;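 active means inhibition above a per-campaign cutoff: mean of compounds within control limits plus 3 SD, cut at about 15% in these data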;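 further: 0% = median of all compound wells on the plate and 100% = blocking peptide control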
ASAP1 GAP inh – inhibitors of human ASAP1 ArfGAP activity | 360,000 compounds, 0.19% hits | AID 624377 | ASAP1-stimulated ARF1 GTP hydrolysis, GDP FP detection | inhibition, % at 16.5 µM | Q9ULH1; in the data active means inhibition above about 25%;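 further: 0% = vehicle with enzyme and substrate and 100% = no enzyme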
Target sequence (Q9ULH1 325-724 limits assumed): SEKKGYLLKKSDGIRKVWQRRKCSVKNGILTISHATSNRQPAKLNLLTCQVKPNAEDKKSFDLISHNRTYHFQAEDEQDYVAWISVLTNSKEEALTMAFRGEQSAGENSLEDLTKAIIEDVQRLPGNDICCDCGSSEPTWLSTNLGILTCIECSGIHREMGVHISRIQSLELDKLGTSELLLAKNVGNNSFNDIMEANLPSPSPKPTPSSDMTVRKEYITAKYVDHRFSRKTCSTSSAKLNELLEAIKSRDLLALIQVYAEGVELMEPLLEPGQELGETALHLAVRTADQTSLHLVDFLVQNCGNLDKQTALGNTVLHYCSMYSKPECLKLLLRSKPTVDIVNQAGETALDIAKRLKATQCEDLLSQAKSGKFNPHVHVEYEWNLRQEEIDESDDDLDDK
rCAG RNA binder – binds r(CAG) RNA repeats. 370,000 compounds, 1.3% hits. r(CAG) RNA repeat, TO-PRO-1 dye displacement fluorescence. inhibition, % at 3 µM;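 active means inhibition above the plate cutoff, the mean of all test compounds on that plate plus 3 SD, cut at about 35% in these data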;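 further: 0% = DMSO alone and 100% = 100 µM mitoxantrone as full dye displacement; higher means more dye released from RNA so lower well fluorescence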
NPR1 activator – GC-A (human) enzyme activation; 370,000 compounds, 0.14% hits; activation, % at 10 µM; HEK293 GC-A cells, cGMP TR-FRET, EC30 ANP; 0% at EC30 ANP, 100% saturating ANP; in the data active means activation above about 40%
ADAM10 inh – inhibitors of human ADAM10. O14672. recombinant ADAM10, EDANS/DABCYL FRET peptide cleavage, 3 h. inhibition, % at 7 µM. 370,000 compounds, 0.62% hits. AID 720582;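 active means inhibition above a per-campaign cutoff equal to the mean of compounds falling between control-based bounds plus 3 SD, cut at about 20% in these data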;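 further: 0% = DMSO wells while the 100% control is not disclosed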
Target sequence (O14672 214-748 limits assumed): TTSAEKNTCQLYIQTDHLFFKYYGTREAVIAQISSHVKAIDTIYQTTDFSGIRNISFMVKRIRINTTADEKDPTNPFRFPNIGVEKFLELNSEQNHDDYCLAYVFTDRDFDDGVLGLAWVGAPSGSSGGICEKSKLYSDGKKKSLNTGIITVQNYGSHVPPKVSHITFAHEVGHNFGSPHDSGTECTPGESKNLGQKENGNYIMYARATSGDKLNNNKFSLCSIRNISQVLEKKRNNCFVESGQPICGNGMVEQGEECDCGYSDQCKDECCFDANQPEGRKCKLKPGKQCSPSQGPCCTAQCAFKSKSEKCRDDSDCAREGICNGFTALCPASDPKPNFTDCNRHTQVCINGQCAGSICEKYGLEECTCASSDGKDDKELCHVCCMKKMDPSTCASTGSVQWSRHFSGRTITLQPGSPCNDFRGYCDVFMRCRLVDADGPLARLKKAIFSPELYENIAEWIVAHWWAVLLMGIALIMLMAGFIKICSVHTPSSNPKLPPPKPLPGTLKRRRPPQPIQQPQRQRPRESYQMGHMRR
proKLK7 act – activators of human kallikrein-7 zymogen; P49862; purified proKLK7, EDANS-DABCYL substrate fluorescence; 100% is mature enzyme control, 0% vehicle; activation, % at 7 µM; 370,000 compounds, 0.9% hits;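 active means activation above the mean of all tested compounds plus 3 SD, computed per campaign excluding outliers beyond control limits, cut at about 13% in these data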
sPLA2-III inh – Inhibits HGIII-sPLA2 liposome hydrolysis, primary screen. inhibition, % at 12.2 µM. QFRET BODIPY PC-A2 liposome hydrolysis, fluorescence. Q9NZ20. 370,000 compounds, 0.56% hits;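 active means inhibition above mean plus 3 SD of compounds lying within the high and low control bounds, cut at about 19% in these data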;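 further: 0% = median of test compound wells and 100% = no enzyme DMSO wells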
Numbers without * were called inactive; nt = not tested or not shown.

Each structure is followed by: GC-B act, FXN GAA850 act, ARFGAP1 inh, DDE Tn6 FP inh, ASAP1 GAP inh, rCAG RNA binder, NPR1 activator, ADAM10 inh, proKLK7 act, sPLA2-III inh
- O=C(NCCOc1ccc(Cl)cc1)c1ccc2ccccc2n1
 : -3, 1.8, 3, -3, -1, -3, 2, 2, -0.2, -11
- O=C1CCCC2=C1C1c3ccccc3C(=O)N1c1ccc(C(=O)c3ccccc3)cc1N2 (stereo not drawn)
 : 0, -2.8, 17, -20, -6, 10, 7, 16, 9.0, -15
- Cc1c(C(=O)N2CCc3ccccc3C2)oc2ccc(S(=O)(=O)N3CC(C)CC(C)C3)cc12 (stereo not drawn)
 : 8, 1.7, 7, -1, 11, 13, 0, 13, -0.1, 5
- O=C(Nc1ccon1)c1nc[nH]c1C(=O)N1CCc2ccccc2C1
 : 1, -1.0, -7, 6, 6, -3, 3, -7, -0.1, -2
- Cc1cc(N)n(-c2ccc(C(=O)O)cc2)n1
 : 0, 0.9, 12, 5, 2, 8, -3, 3, 0.5, 4
- C[C@H]1COc2cc(N3CCSCC3)ccc2S(=O)(=O)N1
 : -3, nt, -4, 5, -5, -1, 5, -2, 0.1, 1
- Cc1ccc(S(=O)(=O)Nc2nc(C)c(C(=O)N/N=C/c3ccccc3)s2)cc1
 : 0, 0.3, 4, -1, 5, 80*, -1, -4, -0.4, -13
- COc1ccc(NC(=O)CN(C)C(=O)c2cccc3ccccc23)cc1
 : -2, -1.0, -2, -2, -12, -1, 3, -7, -0.5, -1
- Cc1ccc(NC(=O)C2=NNC(=O)CC2)cc1F
 : -6, 4.8, 18, 5, 0, -1, -2, -8, 0.1, 10
- CCSc1nnc(N(CCC#N)CCC#N)s1
 : -2, -0.8, 6, -3, 22, -2, 3, 0, -0.3, 0
- Cc1ccc(O)c(Nc2ncnc3ccccc23)c1
 : -1, 2.3, -10, 4, 5, -1, 4, -8, 0.7, 8
- O=C1NC(=S)NC1=Cc1ccccc1O
 : -4, 2.6, -2, 9, -1, 1, 6, -12, -0.1, 22*
- O=c1c2[nH]cnc2n(-c2cccc(F)c2)c(=O)n1Cc1ccccc1
 : 0, 0.3, 25*, -3, 1, 0, 9, 3, 0.7, 0
- Cc1ccc(S(=O)(=O)N2CCC(C(=O)NCc3cccs3)CC2)cc1
 : -2, nt, nt, -2, nt, 4, -2, -2, 0.5, -8
- O=c1[nH]c(N2CCN(c3ccccc3)CC2)nc2c1CCCC2
 : -4, -2.7, -9, 4, 1, -1, -2, 0, -0.6, 8
- CCN1CCN(Cc2ccc(NC(=O)c3ccc(C)c(NC(=O)c4ccnnc4)c3)cc2C(F)(F)F)CC1
 : 6, -0.6, 17, -5, -5, 6, 2, 3, 0.1, 3
- Cc1cccc(OCC(=O)Nc2cccc3nsnc23)c1
 : 1, 2.1, 2, -6, 13, -1, 1, -25, 0.2, -4
- C=C(C)Cn1c(CCn2c3ccccc3c3ccccc32)n[nH]c1=S
 : -6, 2.1, 1, -2, 14, 17, -3, -10, -0.7, -9
- CCc1nc2ccc(C(=O)NCc3ccc4c(c3)OCO4)cn2c1N(CC)CCN(C)C
 : 1, -1.7, -1, -4, -3, 0, 2, -9, -0.1, 8
- CC1Cc2ccccc2N1S(=O)(=O)c1cccc(C(=O)OCC(=O)N2CCOCC2)c1 (stereo not drawn)
 : -1, -1.4, -4, -3, -11, 0, -1, -2, -0.4, -6
- Cc1ccc(O)c(-c2cc(C(=O)Nc3ccc(S(=O)(=O)Nc4nccc(C)n4)cc3)[nH]n2)c1
 : -9, -0.7, 7, -10, 1, 59*, -6, -1, 0.1, -82
- Cc1ccc(NC(=O)C(c2ccc(Cl)cc2)N2CCOCC2)cc1 (stereo not drawn)
 : -2, -1.9, -11, 4, 11, -3, 1, 2, -0.2, -4
- Cc1cc(N2CCN(Cc3ccccc3)CC2)n2nc(C)nc2n1
 : -4, nt, nt, -4, nt, 5, -2, 0, -0.2, 3
- COc1cccc(N=C2CC(C)(C)CC(=O)/C2=C(/O)c2ccccc2)c1
 : 1, -0.9, -3, 5, 17, -5, -5, 3, 0.2, 3
- CC(=O)c1ccc(N2CCN(C(=O)Cn3cnc(S(=O)(=O)N4CCCCC4)c3)CC2)cc1
 : -5, 1.4, 5, 2, -3, 0, 4, -10, 0.5, 1
- Cc1ccc2c(c1)N(CCCC(=O)NCC1COc3ccccc3O1)C(=O)CO2 (stereo not drawn)
 : -6, 0.0, 2, -4, -4, -6, -3, 5, 0.7, -9
- Cc1ccc(S(=O)(=O)CCC(=O)N(CCCN2CCOCC2)c2nc3ccccc3s2)cc1
 : -10, 1.8, 4, 7, -8, -6, -9, -2, 0.2, -7
- CN(CC(=O)Nc1ccccc1Br)C(=O)CCc1ccccc1
 : -1, -0.2, 13, 4, 6, -1, 0, 0, 0.0, 3
- O=C(N/N=C/c1cccc([N+](=O)[O-])c1)c1cc[n+](CCO)cc1
 : 1, 0.6, -4, 3, 8, 2, 3, 9, 0.8, -1
- O=C(Cn1c(C(F)(F)F)nc2ccccc21)Oc1cccc(C(F)(F)F)c1
 : 4, 0.7, 9, 8, 19, 2, 4, 7, -0.1, 2
- Cc1ccc(NC(=O)CSc2nc(=O)cc(N)n2CCc2ccccc2)cc1
 : -11, 0.1, 1, -5, 6, 3, 1, -41, -0.3, -1
- C[C@@H]1CCCCO[C@H](CN(C)Cc2ccc3c(c2)OCO3)[C@H](C)CN([C@@H](C)CO)C(=O)c2cc(NC(=O)c3ccccc3)ccc2O1
 : 5, -4.0, 3, 2, -9, 4, -2, -9, 0.5, -1
- Clc1ccc2nc(-c3ccc(Br)s3)cn2c1
 : -2, 2.8, 0, -7, -2, 4, 7, -192, 1.2, 0
- C[C@H]1CN([C@@H](C)CO)C(=O)Cc2cc(NC(=O)Cn3cnnn3)ccc2O[C@H]1CN(C)Cc1ccncc1
 : 0, 0.8, 5, 7, 9, 0, 5, -2, 0.2, 0
- COc1ccc(NC(=O)Nc2ccc3oc(C)nc3c2)cc1
 : 2, 3.4, -7, -3, -1, 3, 0, 0, 0.4, -3
- CCN(CC)CCn1c(SCC(=O)NCc2ccccc2)nc2c(sc3ccccc32)c1=O
 : -1, 3.7, -8, -5, -6, -2, -2, -79, 0.0, -6
- O=C(CSc1nc2ccccc2[nH]1)c1c[nH]c2ccccc12
 : -7, 1.6, -3, 2, 9, 2, -4, 4, 0.1, -20
- CN(C(=O)COC(=O)c1cccc(S(=O)(=O)N(C)c2ccccc2)c1)C1CCCCC1
 : 2, -0.2, -3, -4, -9, 2, 1, -1, 0.1, -1
- C[C@@]12C(=O)N(Cc3ccc(F)cc3)CC(=O)N1[C@H]1c3cc(Cl)ccc3OC[C@@H]1[C@@H]2c1ccccc1
 : -11, -1.3, -1, -4, -3, 15, -6, 3, 0.0, -2
- CC(C)N(C(=O)[C@H]1C[C@H](CC(=O)NCCC2=CCCCC2)C(=O)N2CCc3c([nH]c4cc(-c5ccco5)ccc34)[C@]12C)C(C)C
 : 2, -3.2, 1, 4, 6, 17, -3, -496, -3.8, -4
- O=C(Nc1cccc(C(=O)N2CCOCC2)c1)C1CCCC1
 : 0, -2.0, -11, -5, -18, 1, 2, -11, 0.1, 14
- COc1ccc(CCNC(=O)COc2ccc(-c3ccc(C)cc3)cc2)cc1OC
 : 0, -0.5, 18, -2, 4, -4, 0, -6, 0.3, 6
- CC1(C(=O)NS(=O)(=O)c2ccccc2)CCN1C(=O)CCc1ccc(Cl)cc1Cl (stereo not drawn)
 : 1, 1.3, -13, 0, -1, 27, 1, 3, 0.5, -4
- C[C@@H](NC(=O)c1nc[nH]c1C(=O)NCc1ccccc1)c1ccccc1
 : 11, 0.4, -9, -7, 6, 2, 5, 3, 0.2, -5
- C=C(C)Cc1c(C)nc(-c2ccccc2)[nH]c1=O
 : 1, 0.5, -8, 7, -7, -3, 0, -5, 0.8, 7
- COc1cc2c(cc1OC)C(c1c(Cl)cccc1Cl)NC(=O)C2 (stereo not drawn)
 : 0, 3.8, 6, -4, 7, -4, -8, 13, -0.5, -1
- Cc1ccc(S(=O)(=O)CC2CSc3nc4ccccc4n32)cc1 (stereo not drawn)
 : -1, -4.2, 10, 2, -2, -5, 1, -8, 0.0, 0
- CC(C)N(C(=O)CSc1nc2ccccc2n1Cc1ccccc1)C(C)C
 : 0, -2.2, -4, 10, -5, -5, -6, 1, -0.3, 3
- Cc1c(Cl)cccc1-n1nnnc1-c1cccs1
 : -2, 4.8, -5, 1, -10, -4, -1, 2, -0.4, -3
- Cn1cc(S(=O)(=O)Nc2cccc3ccccc23)c(=O)n(C)c1=O
 : -1, -0.4, 9, -5, 6, -5, 0, -14, -0.1, 5

Full records from above.
Cc1c(Cl)cccc1-n1nnnc1-c1cccs1 is listed with GC-B act = -2; FXN GAA850 act = 4.8; ARFGAP1 inh = -5; DDE Tn6 FP inh = 1; ASAP1 GAP inh = -10; rCAG RNA binder = -4; NPR1 activator = -1; ADAM10 inh = 2; proKLK7 act = -0.4; sPLA2-III inh = -3
Cc1ccc(S(=O)(=O)CC2CSc3nc4ccccc4n32)cc1 (stereo not drawn) is listed with GC-B act = -1; FXN GAA850 act = -4.2; ARFGAP1 inh = 10; DDE Tn6 FP inh = 2; ASAP1 GAP inh = -2; rCAG RNA binder = -5; NPR1 activator = 1; ADAM10 inh = -8; proKLK7 act = 0.0; sPLA2-III inh = 0

Carrying on.
Each structure is followed by: GC-B act, FXN GAA850 act, ARFGAP1 inh, DDE Tn6 FP inh, ASAP1 GAP inh, rCAG RNA binder, NPR1 activator, ADAM10 inh, proKLK7 act, sPLA2-III inh
- CC(=O)Nc1ccc(C(=O)NC2CCSc3ccccc32)cc1 (stereo not drawn)
 : 4, 2.8, -12, -4, -1, -4, 2, 1, 0.1, -1
- COc1ccc(CCn2c(=N)c(C(=O)NCC3CCCO3)cc3c(=O)n4ccccc4nc32)cc1 (stereo not drawn)
 : -3, 0.6, -1, -2, -4, 8, 2, -158, 0.8, 1
- COCC(=O)N(CCc1ccccc1)Cc1cc2cc(C)ccc2nc1Cl
 : 1, 1.5, -2, 10, 5, -5, -1, 3, 0.4, -4
- CCCCNS(=O)(=O)c1ccc(NC(=O)C(Sc2ccccc2)c2ccccc2)cc1 (stereo not drawn)
 : 7, 0.0, 25, -9, 8, 12, -1, 38*, 0.6, -45
- CCCCN(C)CCC(=O)Nc1ccc(OC)cc1OC
 : 2, 1.6, -3, 3, 1, -4, 1, 3, -0.6, -3
- CCOc1cccc(=O)c2c(C)n(C)c(C)c12
 : 3, -2.6, -10, -6, -1, 15, 4, -4, 0.9, -1
